# Source: PubChem (National Center for Advancing Translational Sciences (NCATS))
# Glioma ERSR ind: qHTS for Inducers of the Endoplasmic Reticulum Stress Response (ERSR) in Human Glioma: qHTS; U87-MG GRP78 promoter luciferase reporter, 16 h; Potency, µM, for inactives: at the highest dose activation, most hits filed as activators; 420,000 tested, 0.02% active; AID 602332, 2012; further: potency means the concentration at half of the fitted maximal effect; series mostly up to about 76 µM; % of control where 0% means no effect; nearly all actives have a fitted effect of over 35% in size
#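 ERSR induction read as luciferase luminescence (Bright-Glo, 10 min at room temperature) in stably transfected human U87-MG glioma cells exposed to compounds for 16 h, using GRP78 as sensor.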
# RGS4 inh: Inhibitors of Regulator of G Protein Signaling (RGS) 4: qHTS; Regulator of G-protein signaling 4 (Homo sapiens), P49798; Transcreener GDP fluorescence polarization, RGS4-accelerated GTP hydrolysis; Potency, µM (highest dose often 114 µM), for the others: top-dose activity change, negative = inhibition, actives largely listed as inhibitors; 390,000 tested, 0.039% active; further: potency means the concentration at half of the fitted maximal effect; on the % scale 0 is the no-effect control and ±100 the full control effect; nearly all actives have a fitted effect of over 75% in size; some results filed as inactive show a strong effect at the top dose
# Target sequence (P49798 whole entry, looked up): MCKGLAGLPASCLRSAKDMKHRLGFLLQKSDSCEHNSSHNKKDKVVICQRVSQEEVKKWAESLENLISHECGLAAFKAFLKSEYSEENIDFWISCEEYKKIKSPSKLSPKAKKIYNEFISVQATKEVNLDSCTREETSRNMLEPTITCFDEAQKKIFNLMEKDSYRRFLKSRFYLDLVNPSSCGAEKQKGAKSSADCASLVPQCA
#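 MLSMR compounds (23 nl, pin-transferred) preincubated 10 min at room temperature with a 500nM (2x) first reagent, then RGS4 at 900nM (2x) plus Transcreener GDP mix added; fluorescence polarization (620/688 nm) read before and after 90 min at 30 °C.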
# ERG Ets-DNA blk: qHTS for Small Molecule Inhibitors of the ERG Ets/DNA interaction | Transcriptional regulator ERG (Homo sapiens), P11308 | fluorescence polarization, His-ERG Ets domain / labelled DNA | AID 624246, 2012 | Potency, µM (top dose mostly 76.9 µM), for inactives: at the top dose FP activity, negative = inhibition, usual class: inhibitors | 370,000 tested, 0.028% active; active means well fitted inhibition curve with a large enough effect in the polarisation, with a control signal flat; inconclusive means small, poorly fitted or top-dose-only effect, or effect the other way, or a change in a side signal; inactive means no such curve, though single readings can be large or run the other way; the % refers to the polarisation;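 further: polarization taken with two DNA probes labelled with fluorescein and Texas red; potency means the concentration at half of the fitted maximal effect; % of control where 0% means no effect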
#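 His-tagged ERG Ets domain (1 uM in the protein solution; 300mM KCl, 50mM Tris-HCl, 1mM EDTA, 1mM DTT, pH 7.5) received compound, then a probe mix of 5 nM fluorescein-DNA and 100nM Texas-615-DNA. Fluorescence polarization was read for both dyes.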
# D2 agonist: HTS Assay for Allosteric Agonists of the Human D2 Dopamine Receptor: Primary Screen for Agonists; D(2) dopamine receptor (Homo sapiens), P14416; HEK293 T-REx D2 cells, calcium flux agonist mode; activation, % at 2 µM; 340,000 tested, 0.53% active; AID 485358, 2010;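 active means activation over 3 SD above normal in the single-dose calcium agonist read, cut at about 30% in these data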; further: 0% is about no effect
#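 Tetracycline-induced HEK293 Trex cells with D2 receptor force-coupled to calcium signaling, plated overnight at 30 C and loaded with no-wash calcium dye. Calcium flux read kinetically for 180 s after compound addition; responses flag agonists.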
# LDHA block: qHTS assay for inhibitors of human lactate dehydrogenase | L-lactate dehydrogenase A chain (Homo sapiens), P00338 | purified LDHA, NADH/diaphorase-resazurin fluorescence; hits give low values | activity change, % (values are at about 110 or 230 µM) | 480,000 tested, 0.15% active | AID 1347041, 2019; in the data active means activity change below about -30%; inconclusive means mostly about -25% to -30%;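 further: plate controls were DMSO wells for no effect and wells without enzyme for full effect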
#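 Enzyme activity of human lactate dehydrogenase 5 (2 nM; 0.06 mM NADH, 0.2 mM pyruvate, 5 min, RT) is measured via a resazurin/diaphorase fluorescence readout of residual NADH.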
# Vif-APOBEC3G blk: qHTS for Inhibitors of Vif-A3G Interactions: qHTS | 410,000 tested, 0.076% active | Potency, µM (series often up to 46.1 µM), without a hit: at the top dose activity, negative = active, actives largely listed as inhibitors | HeLa A3G-eYFP + Vif (tagged APOBEC3G with the HIV-1 protein that degrades it), YFP fluorescence, overnight | AID 602310, 2012;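 further: potency means the concentration at half of the fitted maximal effect; on the % scale 0 is the no-effect control and ±100 the full control effect; nearly all actives have a fitted effect of over 60% in size; hits raise eYFP signal because A3G escapes Vif-driven loss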
#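 HeLa cells stably expressing Vif and C-terminally eYFP-tagged A3G, seeded overnight at 37 deg C, then exposed to compound by pintool overnight at 37 deg C. Rise in yellow fluorescence (Ex 488/Em 500-530, Acumen) marks blocked Vif-driven A3G degradation.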
# 12-LOX inh: Primary qHTS assay for inhibitors of human arachidonate 12S-lipoxygenase (ALOX12): Round 2 | 580,000 tested, 1.1% active | Polyunsaturated fatty acid lipoxygenase ALOX12 (Homo sapiens), P18054 | Potency, µM (doses to about 108 µM), for inactives: top-dose activity change, negative = inhibition, usual class: inhibitors | purified 12hLO, xylenol orange hydroperoxide absorbance | AID 1671190, 2021; further: potency means the concentration at half of the fitted maximal effect; on the % scale 0 is the no-effect control and ±100 the full control effect
# Target sequence (P18054 whole entry, looked up): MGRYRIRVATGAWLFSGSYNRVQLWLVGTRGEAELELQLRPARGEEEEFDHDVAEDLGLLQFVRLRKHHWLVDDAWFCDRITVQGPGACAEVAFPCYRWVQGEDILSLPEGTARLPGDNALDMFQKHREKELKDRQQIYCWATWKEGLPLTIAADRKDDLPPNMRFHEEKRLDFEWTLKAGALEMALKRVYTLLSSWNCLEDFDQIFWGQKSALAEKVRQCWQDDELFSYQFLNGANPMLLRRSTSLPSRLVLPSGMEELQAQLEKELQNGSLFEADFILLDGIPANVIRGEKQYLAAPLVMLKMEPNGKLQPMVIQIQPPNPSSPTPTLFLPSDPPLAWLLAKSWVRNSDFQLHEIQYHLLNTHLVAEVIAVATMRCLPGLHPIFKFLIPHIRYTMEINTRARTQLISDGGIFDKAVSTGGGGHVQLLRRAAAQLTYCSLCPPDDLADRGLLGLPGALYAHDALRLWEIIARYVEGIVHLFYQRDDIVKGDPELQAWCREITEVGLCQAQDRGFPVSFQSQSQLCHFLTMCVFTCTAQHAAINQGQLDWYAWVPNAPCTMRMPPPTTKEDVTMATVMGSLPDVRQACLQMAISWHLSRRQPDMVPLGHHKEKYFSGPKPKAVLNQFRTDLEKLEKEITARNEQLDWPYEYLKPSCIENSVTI
#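 Purified human 12hLO at 150 nM in 25 mM Hepes, 0.01% Triton X-100, pH 7.0, preincubated 15 min at room temperature with compound. Reaction started with 40 uM arachidonic acid, 30 min at room temperature. Hydroperoxide measured by Fe-xylenol orange, 573/405 nm absorbance ratio.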
# D2 antag: HTS Assay for Allosteric Antagonists of the Human D2 Dopamine Receptor: Primary Screen for Antagonists; D(2) dopamine receptor (Homo sapiens), P14416; HEK293 TREx D2 cells, calcium flux, dopamine EC80; inhibition, % at 10 µM; 340,000 tested, 2% active; AID 485344, 2010; in the data active means inhibition above about 30%; further: 0% is about no effect
#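 Tetracycline-induced HEK293 T-REx cells expressing D2 force-coupled to calcium signalling were dye-loaded, exposed to compound for 180 s, then challenged with an EC80 of dopamine; calcium flux was followed kinetically for a further 180 s.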
# Vif-A3F inh: qHTS for Inhibitors of Vif-A3F Interactions: qHTS. HeLa A3F-eYFP + Vif (tagged APOBEC3F with the HIV-1 protein that degrades it), YFP fluorescence increase. Potency, µM (doses to about 46.1 µM), inactives show top-dose activity, negative = active. 390,000 tested, 0.2% active; further: potency means the concentration at half of the fitted maximal effect; % of control where 0% means no effect; nearly all actives have a fitted effect of over 65% in size
#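 HeLa cells stably expressing A3F-eYFP plus Vif, plated and incubated overnight at 37 deg C, then exposed to compounds overnight at 37 deg C. Blocked degradation read as raised yellow fluorescence (Ex 488/Em 500-530).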
# An asterisk follows results filed as active; ? = inconclusive; . = not tested or not shown; & = joins results of further samples; [ ] = dose if it differs, or a comment. Unless noted, the call rests on the fitted dose curve; in most records, active means well fitted curve in the direction sought with a large enough effect; inconclusive means small, poorly fitted or top-dose-only effect, or another doubt; inactive means no such curve, though single readings can be large; an effect the other way counts as inactive or inconclusive. The list is partial; count on the stated rates, not on these rows.
# Every second line gives: Glioma ERSR ind, RGS4 inh, ERG Ets-DNA blk, D2 agonist, LDHA block, Vif-APOBEC3G blk, 12-LOX inh, D2 antag, Vif-A3F inh
- COc1cccc(CNS(=O)(=O)c2cc(Br)cc3c2N(C(C)=O)C(C)C3)c1 (stereo not drawn)
→ -1.3%&-4.5%, -8.0%&-14.8%, 2.2%&-0.3%, 0.2, 2.2&-2.4, 0.1%&1.2%, -17.0%&21.3%, 39.9*, -0.5%&0.6%
- CC(=O)C1=C(c2ccc(Cl)cc2)N(C(C)=O)n2c(nnc2C2CCCCC2)S1
→ -2.4%, 19.9%, -4.0%, 1.0, -4.2, 2.1%, ?, ., -3.0%
- CCc1ccccc1NC(=O)/C(C#N)=C\c1ccc(Sc2ccccc2)o1
→ 0.2%, 22.4%, ., 0.4, -1.4, -0.3%, 10.8%, -6.2, -19.9%
- OC(c1ccccc1)(c1ccccc1)C1CCN(C(=S)NC2CCCC2)CC1
→ -4.7%, 10.6%, 2.0%, -1.1, -7.3, -0.1%, ?, -1.3, -6.2%
- CC1(c2nnc(-c3cccc(Cl)c3)o2)CC(c2c(Cl)cccc2Cl)=NO1 (stereo not drawn)
→ -5.0%, -18.0%, -0.9%, ., -0.7, 5.1%, 0.9%, ., 3.5%
- Cc1nn(-c2ccccc2)c(Cl)c1C(=O)Nc1nnc(C2CCCCC2)s1
→ -4.6%, -24.7%, 0.4%, -0.8, -3.6, 1.8%, -18.2%, 8.2, .
- Cc1[nH]c2ccc(C(=O)OCCN(C)C)cc2c1C
→ 3.8%, 14.5%, -3.9%, 1.3, 4.3, 1.5%, 184.5%[activator], -13.4, -10.3%
- CC(NC(=O)c1ccc2c(c1)sc1nc(-c3ccccc3)cn12)C12CC3CC(CC(C3)C1)C2 (stereo not drawn)
→ -0.2%, 11.1%, -1.3%, 1.9, -15.5, -2.4%, ?, ., -8.7%
- O=C(Nc1ccc(Cl)cc1)N1CCCN(Cc2ccc(F)cc2)C1
→ -4.8%, -7.9%, 0.3%, 0.9, -6.1, 4.7%, -21.1%, -20.9, -1.8%
- Cn1c(=O)c2cc(NC(=S)NC3CC3)ccc2n1Cc1ccc(F)cc1
→ -0.4%, ., ., ., -10.6, -3.2%, ?, ., .
- COC(=O)c1ccc(-n2c(C)cc(C(=O)CCl)c2C)cc1
→ -15.3%, 11.0%, -10.1%, -0.3, -1.9, ?, -27.3%, 3.9, 1.5%
- CC(C)CCN(C(=O)C1=COCCO1)c1c(N)n(Cc2ccccc2)c(=O)[nH]c1=O
→ -1.9%, -7.4%, 1.3%, 0.2, -4.8, 0.0%, -15.0%, -12.0, 3.8%
- CCOC(=O)C1=C(C)NC(C)=C(C(=O)OCC)C1c1cccc(C)n1
→ -3.7%, -28.7%, -5.1%, 0.3, 0.0, 0.4%, 0.0%, 4.3, 16.1%
- COc1ccc(N2CCN(C(=O)C3CCN(S(=O)(=O)c4ccc(F)cc4)CC3)CC2)cc1
→ -4.5%, 15.9%, -4.7%, -1.9, -2.1, 2.5%, -18.9%, 4.1, 6.0%
- Cc1cccc(NC(=O)CSc2nc3c(oc4ccccc43)c(=O)n2-c2ccccc2)c1
→ -4.3%, -2.4%, -7.5%, 0.1, -0.9, 1.2%, 0.4%, -7.8, 5.7%
- O=C(Nc1ccccn1)NC1CCS(=O)(=O)C1 (stereo not drawn)
→ -3.3%, -10.9%, -0.1%, 0.8, -1.2, -0.7%, 0.0%, -10.0, 2.1%
- CCCCN(Cc1nc2ccccc2c(=O)[nH]1)C(=O)CN1C(=O)NC2(CCCCC2)C1=O
→ -4.0%, -12.1%, 11.7%, 0.2, -2.0, -0.1%, -0.3%, -30.3, 12.7%
- Cn1cccc1/C=N/NC(N)=S
→ -2.1%, -25.1%, -4.5%, 0.1, -1.4, 1.6%, -25.5%, 18.0, 0.1%
- CC(CC(=O)NCc1cccnc1)c1ccccc1 (stereo not drawn)
→ -13.0%, -12.8%, 7.6%, -0.1, -3.4, -4.3%, -5.3%, -20.8, .
- Cc1cc(C)c(NC(=O)C2CCCN2CCO)c(C)c1 (stereo not drawn)
→ 1.4%, -3.3%, -4.1%, 1.2, 0.0, 2.2%, -2.1%, -11.0, -0.4%
- O=C(O)c1ccc(O)c2ncccc12
→ 1.3%, ., ., ., -3.4&3.9, -3.5%, 1.2%, ., .
- CCN(CC)c1ncnc2c1ncn2[C@H]1CN(CCOC)C[C@@H](CO)O1
→ -1.0%, ., ., ., -4.3, -2.2%, -4.5%, ., .
- CCC(C)NCC(=O)Nc1cc(S(=O)(=O)N(CC)c2ccccc2)ccc1Cl (stereo not drawn)
→ -4.3%, -15.0%, 10.1%, 0.6, -0.3, -0.7%, 24.6%, -12.7, 1.1%
- CCOc1ccc(NC(=O)N[C@@H](CCSC)C(=O)OC)cc1
→ -2.8%, 26.9%, 3.0%, 1.3, -11.0, 1.3%, -14.4%, -10.0, -6.6%
- CCCOC(=O)Nc1cc(OC)c(Cl)cc1OC
→ -0.3%, ?, 8.2%, -1.0, -2.8, 0.9%, 0.0%, -6.1, 0.5%
- Cc1cccc(/C=N/NC(=O)NC2CCCCC2)c1
→ 0.5%, 16.1%, -12.3%, 3.3, -3.3, 2.1%, 10.0%, 26.0, -16.3%
- O=C(CCCn1c(=O)c2cccn2c2ccc(F)cc21)NCc1ccc(Cl)cc1
→ -4.8%, -10.1%, -2.6%, -0.5, -6.1, -4.2%, -26.2%, ., 0.6%
- O=[N+]([O-])c1ccc(-c2csc(NN=C3CCCC3)n2)cc1
→ 4.6%, 14.6%, 11.5%, 0.3, 0.1, 0.2%, -5.6%, 0.6, 12.1%
- COc1ccc2nc(SCc3cccnc3)c(C#N)cc2c1
→ 0.1%, 1.0%, -1.0%, 0.3, 2.2, -0.3%, 0.0%, 1.8, 1.2%
- Cc1ccc(NC(=O)Cn2c(=O)n(CCc3ccccc3)c(=O)c3c4c(sc32)CCCC4)c(C)c1
→ -1.8%, 19.1%, 0.3%, 0.2, -7.4, -0.1%, -8.2%, ., -1.5%
- COC(=O)c1cc(COC(=O)c2ccc(OC)c(S(=O)(=O)N3CCCC3)c2)oc1C
→ -3.6%, 27.1%, 4.2%, 0.2, -2.3, -13.1%, 0.0%, 14.2, .
- COc1ccc(C(=O)NCCc2nnc3ccc(SCC(=O)NCc4ccc(F)cc4)nn23)cc1
→ -2.7%, 12.5%, 3.5%, 1.1, -0.5, 3.9%, 22.7%, -8.0, -6.3%
- O=[N+]([O-])c1ccc(Cl)cc1P(=O)(O)c1cc(Cl)ccc1[N+](=O)[O-]
→ -3.4%, -15.1%, -0.5%, ., -0.9, -0.8%, ?, ., -8.5%
- COc1ccc(O)c(CN2CCC(n3nccc3NC(=O)C3CCCC3)CC2)c1
→ -3.1%, 16.9%, 9.9%, 0.5, 26.0, -0.5%, -14.7%, -18.4, 10.8%
- CN(CC(=O)Nc1ccccc1Br)C(=O)CNC(=O)C1CCCCC1
→ -1.1%, -5.1%, 34.3%[activator], 0.1, 0.8, -0.3%, 0.0%, 17.4, -1.3%
- Cc1ccc(-c2nnn(CC(=O)N(c3ccc(F)cc3)C(C(=O)NC(C)(C)C)c3ccco3)n2)o1 (stereo not drawn)
→ -2.2%, -34.6%[11.4 µM], -2.8%, -0.3, -4.1, -10.2%, 0.0%, 3.7, -0.6%
- O=C(Nc1ccccc1)C1CCN(C(=O)c2ccccc2)CC1
→ -4.8%, -4.6%, -1.3%, -0.6, -1.0, 1.7%, 2.3%, -2.1, -2.0%
- CCOC(=O)c1c(C)sc2c1N(C(=O)CN(CC)CC)c1cc(Cl)ccc1S2
→ -4.8%, -15.7%, 1.2%, 0.6, -8.7, -7.3%, -2.9%, -3.0, -1.4%
- COc1ccc(S(=O)(=O)N2CCN(C(=O)CCC3CCCC3)CC2)cc1
→ -3.0%, 4.6%, -1.7%, 0.0, -1.0, 2.5%, -32.3%, 0.7, 1.8%

# 3 records drawn at random from those above:
# Every second line gives: Glioma ERSR ind, RGS4 inh, ERG Ets-DNA blk, D2 agonist, LDHA block, Vif-APOBEC3G blk, 12-LOX inh, D2 antag, Vif-A3F inh
- COC(=O)c1cc(COC(=O)c2ccc(OC)c(S(=O)(=O)N3CCCC3)c2)oc1C
→ -3.6%, 27.1%, 4.2%, 0.2, -2.3, -13.1%, 0.0%, 14.2, .
- O=C(Nc1ccccc1)C1CCN(C(=O)c2ccccc2)CC1
→ -4.8%, -4.6%, -1.3%, -0.6, -1.0, 1.7%, 2.3%, -2.1, -2.0%
- COc1ccc(S(=O)(=O)N2CCN(C(=O)CCC3CCCC3)CC2)cc1
→ -3.0%, 4.6%, -1.7%, 0.0, -1.0, 2.5%, -32.3%, 0.7, 1.8%
